S-ASM inh: Inhibitors of Secretory Acid Sphingomyelinase (S-ASM): qHTS. AID 504937, 2011. placental ASM, HMU-PC fluorogenic substrate, 60 min. Sphingomyelin phosphodiesterase (Homo sapiens), P17405. 340,000 tested, 0.006% active. Potency, µM (doses to about 57.5 µM), for inactives: at the top dose activity change, negative = inhibition, usual class: inhibitors; note: potency is the fitted concentration of half-maximal effect
Target sequence (P17405 47-631 limits assumed): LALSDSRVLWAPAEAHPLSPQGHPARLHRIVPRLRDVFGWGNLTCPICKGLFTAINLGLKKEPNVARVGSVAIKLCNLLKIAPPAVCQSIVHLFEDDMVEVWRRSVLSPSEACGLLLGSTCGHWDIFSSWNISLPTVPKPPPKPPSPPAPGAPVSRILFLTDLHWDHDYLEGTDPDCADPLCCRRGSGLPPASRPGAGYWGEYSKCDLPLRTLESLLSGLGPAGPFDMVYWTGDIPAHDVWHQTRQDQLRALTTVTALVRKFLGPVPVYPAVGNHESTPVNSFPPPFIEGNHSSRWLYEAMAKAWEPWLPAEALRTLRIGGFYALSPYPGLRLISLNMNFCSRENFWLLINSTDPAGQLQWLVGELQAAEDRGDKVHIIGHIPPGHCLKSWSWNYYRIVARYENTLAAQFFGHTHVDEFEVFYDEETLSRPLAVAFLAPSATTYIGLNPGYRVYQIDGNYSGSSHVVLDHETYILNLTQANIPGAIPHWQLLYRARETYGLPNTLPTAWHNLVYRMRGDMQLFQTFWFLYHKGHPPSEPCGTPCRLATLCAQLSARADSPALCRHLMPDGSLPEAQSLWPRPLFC
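HMU-PC0 cleavage (9 uM final) by human placental ASM, 60 min at 37 °C following 10 min compound exposure at RT; stopped at pH 10, fluorescence Ex 386/Em 447 nm.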
PKM2 act: qHTS Assay for Activators of Human Muscle isoform 2 Pyruvate Kinase; purified PKM2, Kinase-Glo ATP luminescence, activation; response scale: 0% is enzyme alone, no compound; Potency, µM (titrated, usually from 57.5 µM), inactives show top-dose activation, actives largely listed as activators; 260,000 tested, 0.34% active; note: potency is the fitted concentration of half-maximal effect; % is set by controls: 0 for no effect and ±100 for the full control effect; nearly all actives have a fitted effect of over 55% in size
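ATP formation by purified human PK-M2, quantified via coupled luciferase luminescence after 1 h at room temperature with 0.1 mM ADP and 0.5 mM PEP final.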
Menin-MLL TR inh: qHTS Assay for Inhibitors Targeting the Menin-MLL Interaction in MLL Related Leukemias: Competition With Texas Red Labeled MLL-derived Mutant Peptide; O00255; Menin + Texas Red MLL mutant peptide, fluorescence polarization; Potency, µM (series often up to 61.6 µM), without a hit: at the highest dose FP activity change, negative = inhibition, usual class: inhibitors; 270,000 tested, 0.23% active; active = well fitted inhibition curve with a large enough effect in the polarisation, with a control signal flat, not every such curve was filed as active; inconclusive = small, poorly fitted or top-dose-only effect, or effect the other way, or a change in a side signal; inactive = no such curve, though single readings can be large or run the other way; the % refers to the polarisation; note: potency is the fitted concentration of half-maximal effect; % of control where 0% means no effect; many of its hits are not listed in these tables
USP2a inh: qHTS Assay for Inhibitors of Ubiquitin-specific Protease USP2a Using CHOP2 as the Reporter | Ubiquitin carboxyl-terminal hydrolase 2 (Homo sapiens), O75604 | USP2 core, Ub-CHOP2 coupled fluorogenic reporter, 485/531 | Potency, µM (titrated, usually from 38.3 µM), inactives show at the top dose activity change, negative = inhibition, most hits filed as inhibitors | 330,000 tested, 0.01% active;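 note: potency is the fitted concentration of half-maximal effect; plate controls were DMSO wells for no effect and full inhibition by NEM control for full effect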
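Cell-free coupled assay: 10nM USP2 core preincubated 30min RT with compound in Tris-HCl pH 8.0/CaCl2/CHAPS buffer, then 25nM Ub-CHOP2 and 25nM reporter substrate; fluorescence (Ex 485/Em 531) read after 60min RT, normalized to NEM inhibition, concentration-response curves fitted.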
BCR signal inh: qHTS Assay to Find Inhibitors of Chronic Active B-Cell Receptor Signaling | ABC-DLBCL IkBa-CBG/CBR reporter, luminescence ratio, 4 h | Potency, µM (titrated, usually from 46.1 µM), inactives show at the top dose ratio change, negative = lower green/red ratio, most hits filed as inhibitors | 340,000 tested, 0.05% active | AID 493014, 2011; active = well fitted inhibition curve with a large enough effect in the signal ratio, with a control signal flat, not every such curve was filed as active; inconclusive = small, poorly fitted or top-dose-only effect, or effect the other way, or a change in a side signal; the % refers to the signal ratio;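 note: potency is the fitted concentration of half-maximal effect; plate controls were basal doxycycline-induced cells for no effect and cells given 10 µM MG132 for full effect; MG132 reads +100%, hits lower the ratio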
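Concentration-response series (up to 46 uM) were applied to TMD8 dual-reporter cells for 4 h at 37C with doxycycline. Green/red ratio, after filter-overlap correction, defined %Activity; red signal alone was normalised to basal cells and zero luminescence.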
KCNH2 WT inh: qHTS for Inhibitors of KCHN2 3.1: Wildtype qHTS; U2OS, BacMam KCNH2, thallium flux FluxOr; stronger effect = lower value; activity change, % at 1.84 µM; 340,000 tested, 0.37% active; AID 720551, 2013;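 active = maximum activity change below -70%; inconclusive = maximum activity change between -70% and -50%; inactive = maximum activity change above -50%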; note: % is set by controls: 0 for no effect and ±100 for the full control effect
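U2OS cells were transduced with wild-type KCNH2 virus (2.03 x 10^8 / mL) for 4 h at room temperature, then cultured overnight at 37 C. Thallium flux was read with FluxOr dye. Rate constants were normalized to DMSO controls.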
Eya2 phos inh: qHTS Assay for Inhibitors of the Phosphatase Activity of Eya2; recombinant Eya2, OMFP fluorescence dephosphorylation (OMFP is methylfluorescein phosphate); 330,000 tested, 0.006% active; Protein phosphatase EYA2 (Homo sapiens), O00167; Potency, µM (titrated, usually from 76.9 µM), without a hit: top-dose activity, negative = inhibition, actives largely listed as inhibitors; note: potency is the fitted concentration of half-maximal effect; % is set by controls: 0 for no effect and ±100 for the full control effect
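Eya2 (0.2 uM) preincubated 10 min at ambient with compound, then OMFP substrate added at 50 uM; 10 min reaction in 50 mM HEPES pH 7.5, 50 mM NaCl, 5 uM MgCl2, 0.05% BSA, 1 mM DTT. Fluorescence read at Ex 485/Em 525 nm.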
Mito fusion act: qHTS Assay for Small Molecule Inhibitors of Mitochondrial Division or Activators of Mitochondrial Fusion | Potency, µM (series often up to 46.1 µM), inactives show top-dose growth rescue (activation), actives largely listed as activators | S. cerevisiae fusion-defective mutant growth rescue, CellTiterGlo 48 h | AID 485298, 2010 | 320,000 tested, 0.23% active;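 note: potency is the fitted concentration of half-maximal effect; % of control where 0% means no effect; nearly all actives have a fitted effect of over 45% in size; temperature-sensitive fusion mutants such as fzo1-1 at 37 °C on non-fermentable ethanol glycerol medium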
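Read-out: ATP-based luminescence (CellTiterGlo, 10 min ambient) reporting growth of fusion-defective ts yeast after 48 hours at 37C on glycerol/ethanol YPEG medium in the presence of compound.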
MBNL1-CUG inh: qHTS Assay for Inhibitors of MBNL1-poly(CUG) RNA binding; TR-FRET MBNL1-His/biotin-(CUG)12 binding, 665/545 ratio; Potency, µM (doses to about 57.5 µM), without a hit: at the highest dose activity change, negative = inhibition, hits mostly inhibitors; 280,000 tested, 0.036% active; Muscleblind-like protein 1 (Homo sapiens), Q9NR56; active = well fitted inhibition curve with a large enough effect in the signal ratio, with a control signal flat, not every such curve was filed as active; inconclusive = small, poorly fitted or top-dose-only effect, or effect the other way, or a change in a side signal; inactive = no such curve, though single readings can be large or run the other way; the % refers to the signal ratio; note: potency is the fitted concentration of half-maximal effect; % is set by controls: 0 for no effect and ±100 for the full control effect
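TR-FRET between His-tagged MBNL1 and biotin-(CUG)12 RNA, detected with Tb anti-His antibody (0.055 ng/ul) and streptavidin-XL665 (5 nM), 60 min at room temperature. Compounds titrated 92 nM to 58 uM; 665/545 nm ratio normalized to buffer and complex controls.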
GALK inhibitor: qHTS Assay for Inhibitors of Human Galactokinase (GALK); P51570; Purified GALK, Kinase-Glo residual ATP luminescence; Potency, µM (highest dose often 57.5 µM), for the others: top-dose activity change, negative = inhibition, usual class: inhibitors; 270,000 tested, 0.007% active; AID 1868, 2009; note: potency is the fitted concentration of half-maximal effect; % is set by controls: 0 for no effect and ±100 for the full control effect
Target sequence (P51570 whole entry, looked up): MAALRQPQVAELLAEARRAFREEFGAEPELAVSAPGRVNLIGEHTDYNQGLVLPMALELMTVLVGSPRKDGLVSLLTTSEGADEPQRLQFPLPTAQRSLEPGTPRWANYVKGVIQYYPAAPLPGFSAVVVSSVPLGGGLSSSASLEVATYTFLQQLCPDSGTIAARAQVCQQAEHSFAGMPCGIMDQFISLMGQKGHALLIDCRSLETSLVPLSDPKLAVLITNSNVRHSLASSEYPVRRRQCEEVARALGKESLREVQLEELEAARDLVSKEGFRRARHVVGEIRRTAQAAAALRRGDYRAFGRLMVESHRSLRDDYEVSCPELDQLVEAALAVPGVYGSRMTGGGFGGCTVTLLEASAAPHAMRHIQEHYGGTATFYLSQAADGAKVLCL
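5 nM enzyme, 35 uM ATP, 100 uM galactose, 20 mM HEPES pH8.0, 5 mM MgCl2; 1 h RT; residual ATP by Kinase-Glo Plus luminescence, qHTS format.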
TSHR antagonist: Antagonists of the Thyroid Stimulating Hormone Receptor: HTS campaign; Thyrotropin receptor (Homo sapiens), P16473; TSHR-expressing cells, TSH-stimulated cAMP HTRF, 2 h; stronger effect = lower value; activity change, negative = inhibition, % at 11.5 µM; 330,000 tested, 0.2% active;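 active = activity change below a set negative limit, meaning inhibition stronger than a set level, cut at about -70% in these data; inconclusive = activity change between two set negative limits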; note: % is set by controls: 0 for no effect and ±100 for the full control effect
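Read-out is FRET at 665 nm (cryptate excitation 337 nm) from a cryptate-tagged anti-cAMP antibody, competed by cell cAMP against cAMP-d2. Compounds are tested on freshly harvested TSHR cells challenged with 4nM TSH (EC80) for 2 hours at 37 deg C.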
Starred values were filed as active, the others as inactive; i = inactive; ? = inconclusive; . = not tested or not shown; [ ] = remark or other dose. Unless noted, calls come from the whole dose curve; as a rule, active = well fitted curve in the direction sought with a large enough effect; inconclusive = small, poorly fitted or top-dose-only effect, or another doubt; inactive = no such curve, though single readings can be large; an effect the other way counts as inactive or inconclusive. The list is partial; count on the stated rates, not on these rows.

SMILES	S-ASM inh	PKM2 act	Menin-MLL TR inh	USP2a inh	BCR signal inh	KCNH2 WT inh	Eya2 phos inh	Mito fusion act	MBNL1-CUG inh	GALK inhibitor	TSHR antagonist
O=C(Cc1cc(=O)[nH][nH]1)N/N=C/c1c(F)cccc1Cl	2%	-1%	-1%	-2%	-1%	5	-1%	-1%	0%	-3%	-5
Cc1cc(N=Cc2cc(Cl)ccc2O)no1	4%	-4%	-4%	3%	2%	0	-14%[15.4 µM]	1%	-2%	2%	2
CCOc1cc(CNC2CCCC2)cc(Cl)c1OCc1ccc(F)cc1	-2%	-1%	.	-1%	?	18	4%	-11%	-15%	0%	8
COc1ccc(-c2ccc(-c3noc(-c4ccc(OC)c(OC)c4)n3)c(OC)n2)cc1	.	0%	10%	1%	?	.	7%	-1%	24%	4%	1
COc1ccc([C@@H]2[C@@H]3C(=O)N(C(C)(C)C)C(=O)[C@@H]3[C@]3(Cc4ccccc4)C(=O)N(c4cccc(C)c4)C(=O)N23)cc1	6%	.	.	1%	0%	8	-15%	-5%	.	.	-2
COc1ccccc1CNC(=O)c1c(N)n(CCCN2CCOCC2)c2nc3ccccc3nc12	i	-4%	9%	-10%	?	-2	-17%	-16%	12%	-4%	8
O=C1Nc2ccccc2N=C(c2ccccc2)c2ccccc21	-2%	4%	.	5%	0%	-5	2%	1%	15%	.	3
S=c1[nH]nc(Nc2cccc3ccccc23)s1	-2%	-7%	.	1%	-18%	-1	4%	21%	15%	4%	-12
CCOC(=O)C1CCN(C(=O)C2(NC(=O)Nc3ccc(F)cc3F)CCCCC2)CC1	10%	-3%	6%	0%	?	12	-2%	9%	-1%	13%	-8
CC(NCc1cccc(OCc2ccccc2)c1)C(O)c1ccccc1 (stereo not drawn)	4%	-4%	?	1%	-5%	22	-12%	-9%	0%	-1%	-5
CCOC(=O)C1(CC)NC(c2ccc(OC)c(OC)c2)C2C(=O)N(c3cccc(C(C)=O)c3)C(=O)C21 (stereo not drawn)	2%	0%[11.5 µM]	0%	0%	0%	-3	-4%	0%	-3%	-3%	-13
O=C(Cn1c(=O)oc2ccccc21)Nc1nc(-c2ccc(Br)cc2)cs1	6%	2%	25%	1%	-4%	0	-1%	0%	?	0%	33
O=C(CN1CCN(S(=O)(=O)c2ccccc2)CC1)NC(=O)NC1CCCCC1	4%	-2%	2%	1%	-25%	28	0%	0%	3%	0%	4
COc1ccccc1NC(=O)N(CCCN1CCOCC1)Cc1cc2cc3c(cc2[nH]c1=O)OCO3	19%	-3%	3%	-1%	-4%	0	-6%	-1%	8%	-2%	17
Cc1ccc(NC(=O)c2c(C)nc(Nc3nc4ccccc4o3)nc2C)cc1	-3%	6%	-1%	1%	-1%	1	-8%	-9%	-3%	4%	-8
CCOc1ccc(/C=C/c2c([N+](=O)[O-])c(=O)n(C)c(=O)n2C)cc1	-8%	-1%	0%	2%	?	3	0%	3%	?	-3%	-3
COCCCNC(=O)CCn1c(=O)c2ccccc2n(CC(=O)Nc2cc(Cl)ccc2C)c1=O	0%	1%	-13%	0%	-1%	-9	-15%	-3%	-2%	0%	3
CCNc1nc(NCC)nc(N/N=C/c2ccc(OC)cc2)n1	-1%	-1%	.	1%	15%	-4	3%	-1%	7%	0%	2
O=C(c1ccccc1Oc1ccccc1)N1CCN(c2ccc(F)cc2)CC1	-2%	4%	-24%	-2%	1%	2	7%	6%	4%	-5%	8
CN(C)c1nc(N)nc(CSc2n[nH]c(-c3ccccc3)n2)n1	1%	-3%	-2%	2%	?	-1	18%	-9%	-2%	-2%	0
CCCCn1c(N)c(N(Cc2ccccc2OC)C(=O)c2cc(CC)c(C)s2)c(=O)[nH]c1=O	0%	.	.	0%	?	-12	10%	-1%	.	.	11
Cc1ccccc1Cn1nc(C)c(NC(=O)c2sc3ccccc3c2Cl)c1C	-6%	1%	-29%	-7%	6%	-15	-43%	3%	12%	-2%	-4
O=C(NCc1cccnc1)C12CC3CC(CC(C3)C1)C2	1%	.	5%	1%	4%	-2	-5%	1%	21%	-2%	-9
CC(=O)Nc1ccc(C(=O)CSc2nnnn2C(C)C)cc1	5%	3%	-5%	3%	-4%	-17	-2%	-4%	10%	-2%	-2
Cc1ccc(SCc2[nH]nc3c2C(c2ccc(C)o2)C(C#N)=C(N)O3)cc1 (stereo not drawn)	-2%	5%	-2%	2%	21%	17	3%	1%	16%	1%	-8
CCn1nc(NC(=O)C2CCCO2)c2cc3cccc(C)c3nc21 (stereo not drawn)	.	-1%	.	0%	-3%	3	-1%	4%	12%	4%	1
Cc1cc(C)nc(SCc2ccc(C(=O)N/N=C/c3cccc(O)c3O)cc2)n1	?	8%	?	-9%	-5%	4	3%	3%	?	0%	-2
O=C1C(Cl)=C(N2CCN(c3ccccc3[N+](=O)[O-])CC2)C(=O)c2ccccc21	-15%	16%	-25%	3%	-1%	1	1%	?	?	0%	-20
O=C(CSc1nnnn1-c1ccccc1)NCC1(N2CCOCC2)CCCCC1	1%	.	.	-2%	3%	-2	1%	-1%	.	.	-10
CC(/C=N/NC(=O)c1ccccc1F)c1ccccc1 (stereo not drawn)	2%	-3%	.	-3%	?	-1	-8%	5%	-10%	4%	-18

An excerpt from above, showing only Eya2 phos inh and S-ASM inh.
SMILES,Eya2 phos inh,S-ASM inh
O=C(NCc1cccnc1)C12CC3CC(CC(C3)C1)C2,-5%,1%
CC(=O)Nc1ccc(C(=O)CSc2nnnn2C(C)C)cc1,-2%,5%
Cc1ccc(SCc2[nH]nc3c2C(c2ccc(C)o2)C(C#N)=C(N)O3)cc1 (stereo not drawn),3%,-2%

(more compounds)
SMILES	S-ASM inh	PKM2 act	Menin-MLL TR inh	USP2a inh	BCR signal inh	KCNH2 WT inh	Eya2 phos inh	Mito fusion act	MBNL1-CUG inh	GALK inhibitor	TSHR antagonist
CSc1ccc(C(=O)C2CCCN(C(=O)c3cc4cc(F)ccc4[nH]3)C2)cc1 (stereo not drawn)	-9%	2%	-5%	2%	?	-4	4%	19%	-2%	3%	-19
C=CCOc1cccc(C(=O)N2CCCC(CNS(=O)(=O)c3cccs3)C2)c1 (stereo not drawn)	-2%	1%	0%	0%	?	-1	-2%	-2%	1%	0%	1
COC(=O)COc1ccc(/C=N/NC(=O)CN(c2ccccc2OC)S(=O)(=O)c2ccccc2)cc1	0%[11.5 µM]	.	32%[activator]	-7%	-7%	-21	10%	-7%	12%	3%	-15
CC1CCN(c2ccc(C(=O)Nc3nnc(C4CC4)s3)cc2[N+](=O)[O-])CC1	-2%	-1%	23%	5%	-4%	i	1%	-1%	.	1%	-2
COC(=O)c1cc(NCc2ccccc2F)ccc1N1CCOCC1	7%	2%	0%	-1%	-3%	28	11%	-4%	5%	0%	-1

Screens: PubChem, National Center for Advancing Translational Sciences (NCATS)
